NPY-Y2 PAM-ag: human NPY-Y2 potentiation or agonism, primary screen; P49146; cells expressing NPY-Y2, potentiator/agonist read-out; activation, % at 3.6 µM; 220,000 compounds, 0.45% hits; AID 1359; in the data active means activation above about 27%;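 further: cells stimulated with NPY near EC25 plus isoproterenol at EC100; 0% = vehicle plus submaximal agonist and 100% = vehicle plus saturating agonist; some results beyond the cut were filed as inactive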
BaF3 tox: counter-screen for JAK2V617F inhibitors: parental Ba/F3 viability inhibitors. inhibition, % at 5.6 µM. 220,000 compounds, 1.1% hits. CellTiter-Glo ATP luminescence;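 active means inhibition above a per-campaign cutoff, the mean inhibition of all tested compounds plus 3 SD, cut at about 27% in these data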;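 further: 0% = DMSO wells and 100% = JAK Inhibitor I control wells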
p47phox inh: p47phox (human) inhibition. inhibition, % at 24.7 µM. p47phox/p22phox peptide binding, fluorescence polarization, 2 h. 220,000 compounds, 0.53% hits. AID 1274;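 active means inhibition above about 30%, limit read from the data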;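 further: 0% = p47phox with labelled peptide and 100% = labelled peptide alone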
NPY Y1 blocker: antagonists of human neuropeptide Y receptor Y1 | P25929 | HEK293-CNG Y1 cells, membrane potential fluorescence; NPY at EC95, then isoproterenol | inhibition, % at 3.6 µM | 200,000 compounds, 1% hits | AID 1040;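 active means inhibition above the campaign mean inhibition of all tested compounds plus 3 SD, cut at about 20% in these data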;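 further: 0% = DMSO wells given NPY plus isoproterenol and 100% = isoproterenol alone without NPY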
Target sequence (P25929 whole entry, looked up): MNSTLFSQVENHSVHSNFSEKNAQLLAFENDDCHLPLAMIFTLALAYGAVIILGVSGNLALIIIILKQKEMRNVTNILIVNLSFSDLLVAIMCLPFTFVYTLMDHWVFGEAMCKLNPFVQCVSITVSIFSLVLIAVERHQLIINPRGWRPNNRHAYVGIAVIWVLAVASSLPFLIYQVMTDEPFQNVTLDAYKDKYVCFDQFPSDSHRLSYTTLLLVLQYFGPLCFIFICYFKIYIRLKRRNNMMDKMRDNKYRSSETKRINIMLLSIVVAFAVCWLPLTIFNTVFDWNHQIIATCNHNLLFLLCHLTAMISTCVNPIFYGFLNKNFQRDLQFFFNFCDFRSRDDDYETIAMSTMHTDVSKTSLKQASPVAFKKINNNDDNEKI
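Material: HEK293 cells with Y1 receptor plus CNG channel; times: compound incubation 1 h at room temperature, readout 45 min post-stimulation; signal: fluorescence, membrane potential probe; read-out basis: fluorescence ratio normalized to % inhibition between controls; benchmarks: full-block control isoproterenol-only wells, zero-block control NPY plus isoproterenol wells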
NPY-Y1 PAM-ag: potentiators or agonists of human neuropeptide Y receptor Y1; 220,000 compounds, 0.37% hits; NPY-Y1 expressing cells, potentiator/agonist activation; activation, % at 3.6 µM; P25929; in the data active means activation above about 33%, passing the limit was not always enough;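 further: cells stimulated with NPY at EC10 then isoproterenol at EC100; 0% = low agonist plus stimulus and 100% = saturating agonist plus stimulus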
Ba/F3 V617F tox: lowers viability of Ba/F3 cells expressing EpoR and JAK2V617F; inhibition, % at 5.6 µM; AID 1446; ATP luminescence; 220,000 compounds, 1.1% hits;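 active means inhibition above the campaign mean plus 3 SD over all tested compounds, cut at about 24% in these data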;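 further: cytokine-independent growth of Ba/F3 cells driven by EpoR plus mutant JAK2; 0% = DMSO-treated cells and 100% = JAK inhibitor I control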
S1P4 antag: antagonists of human S1P4 receptor. O95977. S1P4-expressing cells, antagonist mode, reporter read-out. inhibition, % at 4.98 µM. 220,000 compounds, 0.26% hits. AID 1510; in the data active means inhibition above about 29%;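 further: 0% = wells stimulated with agonist and 100% = vehicle wells without agonist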
Target sequence (O95977 whole entry, looked up): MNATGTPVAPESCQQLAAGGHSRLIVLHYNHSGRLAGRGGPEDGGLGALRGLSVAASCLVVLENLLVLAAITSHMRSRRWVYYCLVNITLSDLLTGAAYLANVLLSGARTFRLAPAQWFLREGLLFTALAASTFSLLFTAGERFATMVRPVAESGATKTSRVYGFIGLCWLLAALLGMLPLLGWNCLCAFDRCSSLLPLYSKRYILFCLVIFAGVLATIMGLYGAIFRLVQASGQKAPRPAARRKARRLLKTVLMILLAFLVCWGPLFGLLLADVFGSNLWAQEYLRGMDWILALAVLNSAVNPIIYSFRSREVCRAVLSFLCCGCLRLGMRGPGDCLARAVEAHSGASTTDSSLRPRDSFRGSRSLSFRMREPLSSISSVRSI
CHOP inh: CHOP inhibition in unfolded protein response. CHO-K1 CHOP-promoter luciferase, tunicamycin-induced, 15-18 h. 220,000 compounds, 3.8% hits. inhibition, % at 10 µM;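 active means compounds that reduced the stress-induced luciferase reporter signal by more than about 70% of percent inhibition, limit read from the data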;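 further: 0% = tunicamycin plus vehicle and 100% = wells without tunicamycin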
S1P4 ag: activates the human S1P4 receptor. O95977. S1P4-expressing cell line, agonist reporter assay. activation, % at 4.98 µM. 220,000 compounds, 0.35% hits; in the data active means activation above about 11%;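 further: 0% = DMSO vehicle and 100% = reference agonist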
Active calls of the source: *; nt = no result given. Compounds as they come; about 7.1% have a hit in one of these screens.

Structure,NPY Y1 blocker,Ba/F3 V617F tox,NPY-Y2 PAM-ag,p47phox inh,NPY-Y1 PAM-ag,S1P4 ag,BaF3 tox,S1P4 antag,CHOP inh
COC(=O)c1c(C)[nH]c(C(=O)CC#N)c1C,-3,-3,-6,-27,4,-3.6,0,-14,4
Cc1ccc(NC(=O)CSc2nnc(CCNC(=O)OC(C)(C)C)o2)c(C)c1,1,-4,4,-4,-1,0.4,4,-11,-7
O=C(N/N=C/c1ccco1)C(O)c1ccccc1 (stereo not given),nt,1,-14,-4,9,-0.5,-1,2,0
COc1ccc(NC(=S)NC(C)C(c2ccccc2)N2CCOCC2)cc1 (stereo not given),3,-1,-2,-5,11,-0.6,6,15,14
COc1ccc(CN(Cc2cccn2C)S(=O)(=O)c2cccc(C(F)(F)F)c2)cc1,nt,-3,-23,-15,-10,-1.2,2,9,33
Brc1ccc(-c2cn3cccnc3n2)cc1,1,-4,-19,4,-14,2.6,2,-3,-29
CCC1CCCCN1CCCNC(=O)CCCNC(=O)Cn1cnc2sc3c(c2c1=O)CCCC3 (stereo not given),0,1,-7,2,-7,0.0,4,13,-15
Nc1cccc(-c2nc3cc(S(=O)(=O)c4ccc5oc(-c6cccc(N)c6)nc5c4)ccc3o2)c1,0,7,-1,1,4,0.3,8,-8,11
COC(=O)c1cc(OC)c(OC)cc1NC(=S)N1CCC(C(N)=O)CC1,-4,-3,9,-9,11,-0.4,3,4,1
O=C(/C=C/c1ccc(F)cc1)Nc1ccc2[nH]c(=O)[nH]c2c1,nt,-4,-12,-13,13,-0.7,0,2,6
CN(C)CCCNC(=O)c1ccc(Oc2ccccc2)cc1,-3,1,-9,6,-4,-0.2,3,5,13
Cc1nonc1CC(=O)N1CCCC(C(=O)c2cccc(C(F)(F)F)c2)C1 (stereo not given),6,3,-11,9,-1,1.0,4,-14,12
O=S(=O)(c1ccc(Cl)cc1)N1CCN(C2CCN(Cc3ccccc3)CC2)CC1,4,-2,-7,-7,2,2.8,4,4,36
CC(C)[C@H](NC(=O)NCCc1ccc(Cl)cc1)C(=O)O,7,-5,3,-3,-6,-0.1,0,-7,6
Cc1ccc(/C=C2/SC(=O)NC2=S)o1,3,-4,3,25,-12,-0.8,7,-2,28
CCOC(=O)c1ccc(NC(=O)C2(c3ccc(OC)cc3)CCOCC2)cc1,0,-1,-6,-4,9,-0.3,-2,-17,-16

Given with each value named: entries from further up.
CN(C)CCCNC(=O)c1ccc(Oc2ccccc2)cc1
  NPY Y1 blocker: -3; Ba/F3 V617F tox: 1; NPY-Y2 PAM-ag: -9; p47phox inh: 6; NPY-Y1 PAM-ag: -4; S1P4 ag: -0.2; BaF3 tox: 3; S1P4 antag: 5; CHOP inh: 13
Cc1nonc1CC(=O)N1CCCC(C(=O)c2cccc(C(F)(F)F)c2)C1 (stereo not given)
  NPY Y1 blocker: 6; Ba/F3 V617F tox: 3; NPY-Y2 PAM-ag: -11; p47phox inh: 9; NPY-Y1 PAM-ag: -1; S1P4 ag: 1.0; BaF3 tox: 4; S1P4 antag: -14; CHOP inh: 12

Following part:
Structure,NPY Y1 blocker,Ba/F3 V617F tox,NPY-Y2 PAM-ag,p47phox inh,NPY-Y1 PAM-ag,S1P4 ag,BaF3 tox,S1P4 antag,CHOP inh
COC(=O)COc1cc2ccccc2cc1C(=O)Nc1ccccc1,8,0,-3,-8,-2,-1.0,4,-22,0
C#CCNc1nc(CC)nc2c1nnn2Cc1ccccc1F,-1,0,15,-3,18,2.8,4,-8,44
CCC(C)NC(=O)CSc1nnc(-c2c[nH]c3ccccc23)o1 (stereo not given),-2,0,1,4,-18,-0.1,-2,0,5
CCOC(=O)C1CCN(Cc2ccccc2C(F)(F)F)CC1,1,-3,14,-2,10,-0.3,-2,-16,27
CCCn1c(SCC(=O)c2ccc3c(c2)OCCO3)nnc1-c1ccco1,5,4,-1,-11,-28,-3.6,9,8,9
C=CCn1c(SCC(=O)c2ccc(Br)cc2)nnc1C(C)NC(=O)Cc1ccc(OC)cc1 (stereo not given),1,-1,-1,-2,9,0.8,4,3,22
COC(=O)C1=C(C)N(CC(C)C)C(=O)C1,0,-1,5,3,-4,0.2,5,-24,37
CN1CCN(c2ccc([N+](=O)[O-])cc2C(=O)N2CCOCC2)CC1,0,3,3,nt,2,-0.3,2,-3,nt
Cc1cc(Oc2ccccc2)nc(OCC#N)n1,-5,-3,7,-10,-12,-2.2,-1,-9,17
CCC(=O)NC(=S)Nc1cccc(NC(=O)c2ccco2)c1,-3,-4,-7,-7,10,-2.0,1,14,24
CCSc1nc2ccccc2n1CC(N)=O,1,-5,-10,-3,-13,-0.8,0,-3,16
Cc1cccc(/C=C2\CCC(=C3SCCCS3)C2=O)c1,2,-3,1,-7,21,3.4,2,-3,78*
O=C1CNC(=S)N1Cc1ccccc1,-2,2,-3,0,-6,0.5,-1,-10,-15
O=C(c1ccco1)c1cn(CC(=O)N2CCCCC2)c2ccccc12,0,-3,9,-11,-4,-0.2,1,-8,55
CCc1c(C)c(C#N)c2nc3ccccc3n2c1NCCN(C)C,1,2,8,-16,-31,1.5,3,-14,-12
Cc1ccc2nc(NC(=O)CCCC(=O)O)sc2c1,-1,2,7,7,7,1.1,2,7,82*
COc1cc(OC)cc(C(=O)NCC(=O)OCC(=O)/C=C2/N(C)c3ccccc3C2(C)C)c1,7,-1,7,-125,15,1.2,4,6,61
COc1cc(C(=O)NCCOc2cc(C)cc(C)c2)c(Br)c(OC)c1OC,4,2,9,-3,-7,1.5,6,1,38
O=C(CNC(=O)c1ccc(Cl)cc1)Nc1ccccc1C(F)(F)F,0,1,-10,-9,-17,0.5,5,-17,16
CC(Sc1nnc(-c2cccs2)n1Cc1ccccc1)C(=O)NCc1ccc2c(c1)OCO2 (stereo not given),24*,1,9,-19,3,-0.5,7,2,-6
Cc1onc(-c2ccccc2Cl)c1C(=O)N1CCN(c2ncccn2)CC1,-1,3,-15,-23,7,0.4,7,-6,-6
COCCCn1c(=O)c2ccccc2c2ccccc2c1=O,-1,1,-9,-15,-4,1.7,2,-2,0
O=C(Nc1cc(C(F)(F)F)ccc1N1CCCC1)c1ccc2c(c1)OCO2,-3,-1,-19,-14,-18,1.4,3,-10,14
CCc1ccc(N2C(=O)/C(=C/c3cccs3)N(CC(=O)OC)C2=S)cc1,-4,-1,12,-23,25,-0.5,3,-2,68
Cc1cc(NC(=O)CCSc2nc(-c3ccco3)cc(C(F)(F)F)n2)no1,4,-3,3,-6,-15,0.5,1,-2,0
CC(NC(=O)C(c1ccccc1)c1ccccc1)C(=O)N1CCCCC1 (stereo not given),-1,3,-13,-2,5,0.3,8,-9,-2
CCOc1ccc(C(C)=O)cc1CSc1nnc(-c2cccs2)n1CC1CCCO1 (stereo not given),27*,2,-29,-4,-21,-0.7,5,-15,14
O=C(NCc1ccco1)C(=O)NCC1OCCCN1S(=O)(=O)c1ccc(F)cc1 (stereo not given),1,0,0,-7,7,0.9,8,0,-8
CCOC(=O)c1cnc2c(cnn2C)c1NCc1ccc(OC)cc1,-2,6,-19,1,-9,1.3,11,-4,37
CCOC(=O)c1c(CN(CC)CC)oc2cc(Br)c(O)cc12,12,-1,6,-9,-13,0.7,4,6,44
COc1ccc(-n2ncc(C(=O)N3CCN(c4ccc(F)cc4)CC3)c2C)cc1,nt,-2,3,-2,0,0.2,-3,0,4
COC(=O)c1ccc(CSc2nc3cc(Cl)ccc3s2)o1,11,-3,-30,-29,-26,-0.5,7,-13,32
Cc1nn(Cc2c(F)c(F)c(F)c(F)c2F)c(C)c1NC(=O)c1c(-c2ccccc2)nn(-c2ccccc2)c1C,0,3,3,-5,-8,3.8,10,15,-25
CSC1=NCCN1C(=O)COc1ccc2ccccc2c1,8,2,-2,3,-7,3.6,-1,-18,8
Cc1c(Cl)cccc1NC(=O)Cn1cccc1,0,0,-10,-8,14,1.5,7,14,2
Cc1c(Cl)cccc1NC(=O)CCCN1C(=O)CCC1=O,-2,4,-20,-8,-1,-0.4,4,-2,32
CCOC(=O)N1CCC(c2cc(=O)n(-c3ccccc3)[nH]2)CC1,1,1,-15,-1,5,-0.9,4,-4,23
N#CCc1nnc2n1-c1ccccc1CCC2,2,-2,9,-20,-15,-1.0,7,-6,18
CC(=O)NN1C(=O)c2ccccc2NC1c1ccccn1 (stereo not given),9,4,11,-1,-6,-1.3,4,-12,23
CN(C)c1ccnc2sc3c(=O)n(-c4ccc(Cl)cc4)cnc3c12,-5,-3,6,nt,5,0.1,6,-12,nt
C/C(=N/NC(=O)c1sc(NS(=O)(=O)c2ccccc2)nc1C)c1ccc(F)cc1,2,7,-10,-3,-9,-1.4,11,-6,1
CC1CN(CCCCN2C(=O)c3ccccc3C2=O)CC(C)O1 (stereo not given),-6,-2,6,2,8,-0.5,-3,2,-27
CC(C)NC(=O)NC(=O)COC(=O)c1ccc(NC(=O)CC#N)cc1,1,-4,3,-4,-1,1.4,-2,-22,12
O=C1C(c2cc(=O)c3ccccc3[nH]2)=C(O)c2ccccc21,-1,1,8,-5,3,1.2,6,-8,4
Cc1cc(NC(=O)CSCC(=O)N(c2cccc(Cl)c2)C(C(=O)NC2CCCCC2)c2ccc(O)c(O)c2)no1 (stereo not given),-6,0,11,-5,-14,-1.4,3,-11,29
COc1ccccc1NC(=O)c1ccc(-c2ccccc2F)o1,12,-1,-6,-6,-73,-0.8,-2,-3,63
CCOC(=O)N1CCN(C(=O)C2CCC(CNS(=O)(=O)c3ccc(Cl)cc3)CC2)CC1 (stereo not given),-2,-1,-12,-5,-5,0.2,3,-6,16
CC(C)(C)c1ccc(-c2nc(C#N)c(NCc3ccncc3)o2)cc1,5,-7,4,-5,-3,1.5,-2,11,60
Cc1noc(C)c1COc1ccc(C(=O)OCC(=O)c2ccc3c(c2)OCCO3)cc1,2,0,4,-10,-30,0.4,3,-5,1

Screening results as filed in PubChem BioAssay.
